p53ts 32C kill: kills p53ts cells at the permissive temperature; 130,000 tested, 0.93% active; Potency, µM (doses to about 46.1 µM), for inactives: top-dose activity change, negative = cytotoxicity, actives largely listed as cytotoxic; H1299-p53A138V at 32C, ATP luminescence viability, 24 h;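 note: 0% = DMSO and -100% = full killing by reference compound; nearly all actives have a fitted effect of over 55% in size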
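H1299-p53 A138V cells (temperature-sensitive p53) exposed 24 h to up to 46 uM compound at 32C, where p53 is wild-type in conformation. Viability read as ATP luminescence and normalised to DMSO and 100 uM tamoxifen. AC50 fitted with the Hill equation.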
p53ts 39C kill: kills p53ts cells at the nonpermissive temperature | H1299-p53A138V viability at 39C, ATP luminescence, 24 h | AID 902 | Potency, µM (highest dose often 46.1 µM), for the others: top-dose activity change, negative = cell killing, hits mostly cytotoxic | 130,000 tested, 1.5% active; note: nearly all actives have a fitted effect of over 55% in size
Imprint erasure: genomic imprint erasure induction. mouse ES Peg3-LacZ reporter, beta-gal luminescence, 40 h. Potency, µM (series often up to 60.7 µM), for inactives: at the top dose activity change, positive = activation, usual class: activators. 110,000 tested, 0.02% active. AID 1948;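 note: 0% = negative control wells on the plate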
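Imprint erasure is scored as LacZ activity from the silenced maternal Peg3 allele in feeder-free female ES cells cultured 40 h with LIF. Luminescence is normalized to in-plate negative controls and fitted to the Hill equation.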
IkB signaling: suppresses IkB signaling in ABC-DLBCL reporter cells | Potency, µM (series often up to 57.1 µM), without a hit: at the top dose IkBa stabilization activation | 110,000 tested, 0.04% active | ABC-DLBCL IkBa-CBG/CBR dual luciferase ratio, 4 h; response scale: scaled: untreated 0%, proteasome inhibitor 100% | AID 445; active = well fitted curve in the direction sought with a large enough effect in the signal ratio, not every such curve was filed as active; inconclusive = small, poorly fitted or top-dose-only effect, or a change in a side signal; the % refers to the signal ratio;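 note: the direction sought is a rising ratio; 0% = basal untreated cells and 100% = reference inhibitor full response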
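Curves were fitted separately to fusion (green), unfused (red) and ratio luminescence, then classed by r2, magnitude and activity. Cells: OCI-Ly3, 4 h compound plus doxycycline at 37C; 10 uM MG-132 defined full response.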
Active calls of the source: *; ? = inconclusive; / = not tested or not shown; & = joins results of further samples; [ ] = remark or other dose. Unless noted, calls come from the whole dose curve; as a rule, active = well fitted curve in the direction sought with a large enough effect; inconclusive = small, poorly fitted or top-dose-only effect, or another doubt; inactive = no such curve, though single readings can be large; an effect the other way counts as inactive or inconclusive. Unless noted, % is set by controls: 0 for no effect and ±100 for the full control effect; potency is the fitted concentration of half-maximal effect.

| mol | Imprint erasure | p53ts 39C kill | IkB signaling | p53ts 32C kill |
| --- | --- | --- | --- | --- |
| O=C(Nc1ccccc1Cl)N1CCN(c2ncccn2)CC1 | 9% | 1% | 1.5% | -2% |
| CC(=O)C1=C(c2ccc(F)cc2)N(C(C)=O)n2c(nnc2C2CCCCC2)S1 | -13%[10.9 µM] | ? | ? | -4% |
| Cn1c(=O)c2ncn(CC(=O)NCCC3=CCCCC3)c2n(C)c1=O | -11% | 7% | -1.9% | 7% |
| CCOc1ccc(C(=O)C2CCN(CC(=O)Nc3ccccc3N3CCOCC3)CC2)cc1 | 1% | -7% | ? | 1% |
| COc1ccc(-c2nn(-c3cccc(F)c3)c3c2cnc2cc(OC)c(OC)cc23)cc1 | -5%[10.9 µM] | -19% | -1.4% | 2% |
| O=C(Nc1cccc(-c2nnc(-c3ccccc3)o2)c1)c1ccc(Br)o1 | -23% | 25µM* | ? | ? |
| COc1cc(NC(=O)CSc2ncc3c(n2)-c2ccc(Cl)cc2N(Cc2ccccc2)S3(=O)=O)cc(OC)c1 | -4%[10.9 µM] | -8% | 1.4% | 6% |
| CCCC(c1nnnn1CCOC)N1CCN(c2cccc(OC)c2)CC1 (configuration not stated) | -5% | -1% | 4.9% | -4% |
| C=CCn1c(=N)c(C(=O)OC)cc2c(=O)n3cccc(C)c3nc21 | 0% | -1% | 0.6% | -4% |
| COC(=O)c1ccc(C2C=C(c3ccc(Cl)cc3)Nc3nc4ccccc4n32)cc1 (configuration not stated) | -20%[10.9 µM] | 11µM* | ? | 8.9µM* |
| N#CC1=C2SCN(c3ccccc3)CN2C(=O)CC1c1c(Cl)cccc1Cl (configuration not stated) | -54%[inhibitor] | -2% | ? | -8% |
| NC(=O)OCC(COC(N)=O)c1ccccc1 | 4%&-2% | 9% | 0.4%&4.3% | -10% |
| CC(C)c1nnc(SCc2ccc(CSc3nnc(C(C)C)n3N)cc2)n1N | 2% | 8% | 0.3% | 2% |
| CC1CCCCC1NC(=O)C1Cc2ccccc2CN1S(C)(=O)=O (configuration not stated) | -6% | -7% | -1.1% | -5% |
| O=C(c1ccncc1)N(Cc1cc2ccccc2[nH]c1=O)C1CCCCC1 | -2% | ? | 2.6% | ? |
| CC(OC(=O)c1snc(C(=O)NC2CCCCC2)c1N)C(=O)NC1CCCCC1 (configuration not stated) | / | 29% | / | 4% |
| CC(C)Nc1nnc(SCC(=O)Nc2ccc(F)cc2)s1 | 7% | -5% | ? | 10% |
| Cc1nc(-n2nc(C)c(Cc3ccc(Cl)cc3)c2C)sc1C(=O)N1CCCCC1C (configuration not stated) | 9%[10.9 µM] | 12% | -0.7% | -1% |
| COC(=O)c1ccccc1NC(=O)c1cc2nc(-c3ccc(OC)cc3)cc(C(F)(F)F)n2n1 | -7%[10.9 µM] | -9% | -1.5% | 6% |
| C[C@]12CCC3c4ccc(O)cc4CCC3C1CCC2=O (some centres not stated) | -17% | -6% | / | -14% |
| NC(=O)c1sc2nc3c(c(-c4ccccc4)c2c1N)CCC3 | / | 27% | / | 15% |
| Cc1ccc(C(=O)Nc2nc3nc(C)cc(=O)n3[nH]2)cc1 | -8%[10.9 µM] | -5% | ? | 5% |
| CSCC[C@H](NC(=O)Nc1ccc(C)cc1)C(=O)O | -3% | 1% | -2.4% | 2% |
| COc1ccc(C(=O)Nc2ccc(-c3cc(C(F)(F)F)nn3-c3ccccc3)cc2)cc1OC | -16%[10.9 µM] | -24% | ? | -5% |
| O=C(CNS(=O)(=O)c1cccs1)N1CCN(c2cccc(C(F)(F)F)c2)CC1 | ? | -18% | 3.6% | -1% |
| CCC1SC2=NCN(c3ccccc3)CN2C1=O (configuration not stated) | 0% | -9% | -1.5% | -10% |
| COc1ccc2nc(N3CCN(C(=O)C4CC4)CC3)sc2c1 | -9%[10.9 µM] | ? | -1.3% | 3% |
| CCc1ccc(-n2nnc(-c3nc(-c4ccc(C)cc4)no3)c2N)cc1 | -14%[10.9 µM] | -6% | -0.5% | -2% |
| Cn1c(C(=O)NCC2CCCO2)cc2c(=O)n3ccccc3nc21 (configuration not stated) | 3% | -3% | -2.2% | -1% |
| Cc1c(Cl)cccc1NC(=O)CSc1nc(=O)n(Cc2ccccn2)c2c1CCC2 | -5%[10.9 µM] | -8% | ? | -5% |
| O=C(Cn1cc(SCc2ccc(C(F)(F)F)cc2)c2ccccc21)N1CCOCC1 | -19%[10.9 µM] | -26% | ? | -16% |
| COc1cc(NC(=O)c2ccc(-c3ccc(Br)cc3)o2)ccc1NC(=O)C(C)C | -6% | -5% | -1.7% | -4% |
| O=C(NCc1ccc2c(c1)CCN2C(=O)c1ccccc1)c1ccc(Br)o1 | -19%[10.9 µM] | -27% | ? | 2% |
| CCc1ccc(CNC(=O)c2c3c(nc4ccccc24)C(=O)N(C2CCCCC2)C3)cc1 | -6%[10.9 µM] | ? | ? | ? |
| COC(=O)CCCCCN1C(=O)NC(c2ccccc2)C(C(=O)OCc2ccccc2)=C1C (configuration not stated) | -13% | 13% | / | 21% |
| Cc1cc(C(=O)Oc2ccccc2C(=O)O)c(C)o1 | 4% | 0% | 0.0% | -4% |
| CCCCC(=O)Nc1cc(-c2cn3cccnc3n2)ccc1C | -9%[10.9 µM] | -6% | 0.0% | 2% |
| Fc1ccccc1CSc1ncn[nH]1 | / | -5% | / | -6% |
| Cc1cc(C)c2c(=O)cc(C(=O)Nc3ccc(C)c(Cl)c3)oc2c1 | -4%[10.9 µM] | -3% | -2.6% | 4% |
| CCCC(=O)N1CCN(c2ccc(NC(=O)c3ccco3)cc2)CC1 | -12% | 16% | 3.0% | -8% |
| CCc1ccc(CN(C(=O)c2cc(=O)c3ccc(C)cc3o2)C2CCS(=O)(=O)C2)cc1 (configuration not stated) | -8%[10.9 µM] | -23% | -0.7% | 7% |
| CCn1cc(C(=O)NCc2ccc(C)o2)c2cc(OC)c(OC)cc2c1=O | -11% | 1% | 1.2% | 3% |
| CC(C)c1ccc(NC(=O)N2c3ccccc3Sc3ccccc32)cc1 | -14%[10.9 µM] | -20% | 7.7% | -10% |
| COc1ccc(NC(=O)CNS(=O)(=O)c2ccccc2)cc1Cl | -12% | 6% | -2.3% | 12% |
| O=C(CC1N=C2c3ccccc3N=C(SCc3ccc(F)cc3)N2C1=O)NCc1ccc2c(c1)OCO2 (configuration not stated) | -8%[10.9 µM] | -5% | 1.1% | 11% |

Record cards (already shown). Values in the order: Imprint erasure	p53ts 39C kill	IkB signaling	p53ts 32C kill
Entry for Fc1ccccc1CSc1ncn[nH]1 : /	-5%	/	-6%
Entry for COc1cc(NC(=O)c2ccc(-c3ccc(Br)cc3)o2)ccc1NC(=O)C(C)C : -6%	-5%	-1.7%	-4%
Entry for CCCC(=O)N1CCN(c2ccc(NC(=O)c3ccco3)cc2)CC1 : -12%	16%	3.0%	-8%
Entry for COC(=O)CCCCCN1C(=O)NC(c2ccccc2)C(C(=O)OCc2ccccc2)=C1C (configuration not stated) : -13%	13%	/	21%
Entry for CCc1ccc(CNC(=O)c2c3c(nc4ccccc24)C(=O)N(C2CCCCC2)C3)cc1 : -6%[10.9 µM]	?	?	?

Continued.
| mol | Imprint erasure | p53ts 39C kill | IkB signaling | p53ts 32C kill |
| --- | --- | --- | --- | --- |
| CSC1=NCCN1C(=O)COc1ccccc1 | -7% | 3% | -0.7% | 1% |
| CCC(=O)c1ccc(OCCSc2ncccn2)cc1 | -37%[inhibitor] | -17% | -2.6% | -23% |
| CCN1CCc2c(OCC(=O)N3N=C(c4cccs4)CC3c3ccc(F)cc3)cccc2C1=O (configuration not stated) | / | -12% | / | -14% |
| CCOC(=O)C(CC)Sc1nnc2[nH]c(=O)cc(C)n12 (configuration not stated) | 27%[10.9 µM] | 1% | -2.0% | 7% |
| COc1ccc(C2CC(=O)C=C(NCC3CCCO3)C2)cc1 (configuration not stated) | 0% | -1% | -0.5% | -1% |
| C1=CC2CC1CC2CNCc1ccco1 (configuration not stated) | -10% | 2% | -0.3% | -6% |
| Cn1c(N)c(N=Nc2ccc(S(N)(=O)=O)cc2)c(=O)n(C)c1=O | -11%[10.9 µM] | 10%[9.22 µM] | 0.1%[11.4 µM] | 4%[9.22 µM] |
| CCOC(=O)C1CCCN(C(=O)c2ccccc2NC(C)=O)C1 (configuration not stated) | 12% | 11% | 3.3% | -6% |
| Cc1ccc(-n2nc3c(N4CCC(C(=O)NCCC(C)C)CC4)nnc(C)c3c2C)cc1 | -7%[10.9 µM] | ? | -1.9% | -1% |
| CC1=C(c2ccc(C)cc2)S(=O)(=O)NC1=NCCCN1CCN(c2cc(C)ccc2C)CC1 | -14%[10.9 µM] | 35%[activator] | 0.1% | 4% |
| CCC(C)C(=O)O[C@H]1C[C@@H](C)C=C2C=C[C@H](C)[C@H](CC[C@@H]3C[C@@H](O)CC(=O)O3)C21 (some centres not stated) | -15% | -23% | / | -3% |
| CCCN1CCc2nc(N3CCN(c4ncccn4)CC3)ncc2C1 | -8%[10.9 µM] | -10% | -1.8% | -4% |
| O=c1[nH]c(-c2ccccc2O)nc2c1CCCC2 | -12% | 9% | 0.0% | 4% |
| Cc1cc(C)cc(OCC(=O)NNC(=O)CCC(=O)NCc2ccccc2)c1 | / | -8% | / | 1% |
| Cc1cc(=O)oc2c3c(ccc12)OCN(Cc1ccc(Cl)cc1)C3 | -13%[10.9 µM] | -2% | -0.8% | 6% |
| COC(=O)CSc1nc(-c2ccc(F)cc2)cc(C(F)(F)F)n1 | ? | 25%&3% | 5.6% | 4%&2% |
| Cc1ccc(-c2nnc(SCC(=O)N3CCCC3)o2)cc1C | 18% | -9% | -2.8% | -27% |
| Cc1cc(C)n(CC(=O)Nc2ccc(F)c(F)c2)c(=O)c1C#N | -8%[10.9 µM] | -13% | 3.6% | 5% |
| COc1ccccc1-c1nc(C#N)c(NCc2ccc(F)cc2)o1 | -15% | -6% | -0.8% | 8% |
| CCOc1cccc(C(=O)Nc2cc(-c3nn4c(C)nnc4s3)ccc2C)c1 | -4% | -11% | 2.1% | -8% |
| COc1ccccc1-n1c2c(cc(C(=O)N3CCC(C)CC3)c1=O)C(=O)CC(C)(C)C2 | -1% | -8% | 6.2% | 0% |
| Nc1ccc(S(=O)(=O)Nc2cnc3ccccc3n2)cc1 | 6%[10.9 µM] | 15%[9.22 µM] | -0.6%[11.4 µM] | 5%[9.22 µM] |
| CCC(C)(C)NC(=O)C(c1ccccc1F)N(Cc1ccco1)C(=O)Cn1nnc2ccccc21 (configuration not stated) | -9% | 5% | 0.6% | 10% |
| COc1ccccc1C(=O)Nc1onc2c1CCCC2 | -48%[inhibitor][10.9 µM] | -28% | -2.7% | ? |
| CN(C)CCN(Cc1cccs1)c1ccccn1 | -19% | -12% | 0.0%[25.6 µM] | 1% |
| COc1ccc(-c2nc3c(c4c2CC(C)OC4)CN(CCC(C)C)CC3)cc1 (configuration not stated) | / | -8%[9.22 µM] | / | 6%[9.22 µM] |
| C[C@H](CC(=O)O)C(C(=O)O)C(=O)O | -7%[10.9 µM] | 4%[9.22 µM] | -0.1%[11.4 µM] | 5%[9.22 µM] |
| Cc1cc(C)n(-c2nc(NCc3cccnc3)c3c4c(sc3n2)COC(C)(C)C4)n1 | -30%[inhibitor] | -6% | -1.7% | -4% |
| COc1ccc(NC(=O)CSc2nc(NS(=O)(=O)c3ccccc3)cc(=O)[nH]2)cc1 | -5% | 1% | 0.0% | 17% |
| CCC1CCc2c(sc(NC(=O)c3ccoc3C)c2C(N)=O)C1 (configuration not stated) | -17% | -5% | -0.2% | -18% |
| Nc1c(N2CCN(c3ccccc3)CC2)c2ccccc2oc1=O | -6% | 12% | ? | 1% |
| Cc1ccc(S(=O)(=O)/N=C/c2ccco2)cc1 | 8% | -1% | 1.7% | -1% |
| CN(CC(=O)Nc1ccccc1Cl)C(=O)COC(=O)CNC(=O)c1ccc(Br)o1 | -2% | 6% | -0.4% | 6% |
| CC(=O)c1ccc(NC(=O)C(Cc2ccccc2)NS(=O)(=O)c2ccc3c(c2)CCC(=O)N3)cc1 (configuration not stated) | -8%[10.9 µM] | -13% | ? | 1% |

Compound activity: PubChem, National Center for Advancing Translational Sciences (NCATS)
